# Source: PubChem BioAssay (The Scripps Research Institute Molecular Screening Center)
# TAAR1 antagonist – human TAAR1 antagonism | CHO RD-HGA16 TAAR1, Fluo-8 calcium fluorescence, antagonist | hit rate 1.5% among 360,000 | AID 624466 | inhibition, % at 3 µM | Q96RJ0;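 active = inhibition above a per-plate cutoff, the mean inhibition of test compounds on that plate plus 3 SD, cut at about 49% in these data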;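 note: 0% = DMSO plus EC80 beta-PEA response and 100% = DMSO alone without agonist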
# Target sequence (Q96RJ0 whole entry, looked up): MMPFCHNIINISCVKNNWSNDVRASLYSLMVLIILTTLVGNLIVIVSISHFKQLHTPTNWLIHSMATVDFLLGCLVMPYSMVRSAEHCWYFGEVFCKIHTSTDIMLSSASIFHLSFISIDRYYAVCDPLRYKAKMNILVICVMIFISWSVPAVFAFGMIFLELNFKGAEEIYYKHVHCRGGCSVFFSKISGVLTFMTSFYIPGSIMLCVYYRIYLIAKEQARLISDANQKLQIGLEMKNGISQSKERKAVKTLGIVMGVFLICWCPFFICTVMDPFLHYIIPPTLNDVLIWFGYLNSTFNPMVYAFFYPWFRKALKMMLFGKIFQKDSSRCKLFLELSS
#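 Test system: CHO RD-HGA16 cells bearing hTAAR1 | Reagent: β-PEA, EC80 | Compound dosing: 3 µM, single point | Schedule: Dye loading 75 min at 37 °C, then 30 min room temperature | Signal: Calcium fluorescence with Fluo-8 | Evaluation: Percent inhibition of PEA-evoked calcium signal, max/basal emission ratio | Control set: DMSO-only wells and EC80 β-PEA-stimulated wells | Repeats: Singlicate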
# TAAR1 agonist – agonists of human TAAR1; Q96RJ0; CHO RD-HGA16 TAAR1, Fluo-8 calcium fluorescence; vehicle wells 0%, saturating PEA agonist 100%; activation, % at 3 µM; hit rate 0.99% among 360,000; AID 624467;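 active = activation above the mean activation of all test compounds in the run plus 3 SD, cut at about 38% in these data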
#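 Test system: RD-HGA16 (CHO) cells co-expressing Gα16 and hTAAR1 | Doses: Single dose, 3 µM | Schedule: 17-24 h seeding, 75 min 37 °C dye, 30 min RT | Evaluation: % activation from peak over basal fluorescence ratio, DMSO-to-PEA scaled | Technique: Kinetic Fluo-8 calcium fluorescence | Benchmarks: Low control DMSO, high control PEA (EC100)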
# M1 ag parental – counter-screen for M1 agonists: effect in parental CHO-K1 cells | Fluo-8 calcium fluorescence; scaled to maximal ATP response, vehicle zero | hit rate 0.48% among 360,000 | activation, % at 3 µM | AID 602248; in the data active = activation above about 15%;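 note: untransfected CHO-K1 host cells lacking M1 receptor as counterscreen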
# CHRM1 antagonist – human CHRM1 antagonism; inhibition, % at 3 µM; AID 588852; P11229; CHO-K1 hM1, Fluo-8 calcium fluorescence, ACh EC80 antagonist; hit rate 1.3% among 360,000;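 active = percent inhibition above its own plate's cutoff, namely the mean of that plate's compound wells plus 3 SD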;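 note: peak over basal fluorescence ratio during 140 s after agonist addition; 0% = ACh EC80 plus DMSO and 100% = DMSO alone without agonist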
# CHO parental Ca – counter-screen for OX1R antagonists: effect in parental CHO cells. parental CHO-K1, ATP-induced calcium, Fluo-8 fluorescence. inhibition, % at 5.6 µM. hit rate 0.63% among 330,000. AID 463079;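 active = inhibition above that plate's mean sample inhibition plus 3 SD, cut at about 26% in these data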;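 note: 0% = ATP-challenged DMSO wells and 100% = DMSO wells without ATP; some compounds past the cut are filed as inactive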
#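 Assay system – parental CHO cells · Reagent – ATP stimulus · Detection – intracellular calcium via Fluo-8 no-wash fluorescent dye · Evaluation – percent inhibition of ATP-evoked calcium rise, normalized to controls · Controls – ATP wells versus no-ATP DMSO wells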
# M1 ag – human M1 muscarinic receptor agonism; P11229; CHO-K1 hM1, Fluo-8 calcium fluorescence, agonist mode; 0% DMSO, 100% acetylcholine EC100; activation, % at 3 µM; hit rate 0.33% among 360,000; AID 588814;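 active = activation above the run's mean compound activation plus 3 SD, cut at about 16% in these data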;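 note: peak over basal fluorescence ratio within a 140 s kinetic read after compound addition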
# M1 PAM parental – counter-screen for M1 PAMs: effect in parental CHO-K1 cells; hit rate 0.02% among 360,000; activation, % at 3 µM; ATP EC20, Fluo-8 calcium fluorescence; 0% at ATP EC20, 100% at ATP max; AID 602247;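 active = activation above the run cutoff, the mean activation of all test compounds plus 3 SD, cut at about 40% in these data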;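 note: peak over basal fluorescence ratio in a 140 s read after ATP addition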
# CHO-K1 Ca antag – M1 antagonist counterscreen hit in parental CHO-K1 cells; ATP-induced calcium, Fluo-8 fluorescence; inhibition, % at 3 µM; hit rate 0.6% among 360,000; AID 602250;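 active = inhibition above a per-plate cutoff, the plate's mean sample inhibition plus 3 SD, cut at about 24% in these data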;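 note: 0% = DMSO plus EC80 ATP and 100% = DMSO alone without ATP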
# OXTR potentiator – potentiates the human oxytocin receptor response; P30559; CHO-OTR cells, Fluo-8 calcium fluorescence, potentiator mode; 0% = oxytocin EC15, 100% = EC100; activation, % at 3 µM; hit rate 0.061% among 320,000; AID 2445;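 active = activation above that plate's cutoff, the mean activation of tested compounds plus 3 SD, cut at about 6.6% in these data, passing the limit was not always enough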;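 note: 100% uses oxytocin at 75 nM as the full agonist control; some results filed as inactive read as strong as hits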
# Target sequence (P30559 whole entry, looked up): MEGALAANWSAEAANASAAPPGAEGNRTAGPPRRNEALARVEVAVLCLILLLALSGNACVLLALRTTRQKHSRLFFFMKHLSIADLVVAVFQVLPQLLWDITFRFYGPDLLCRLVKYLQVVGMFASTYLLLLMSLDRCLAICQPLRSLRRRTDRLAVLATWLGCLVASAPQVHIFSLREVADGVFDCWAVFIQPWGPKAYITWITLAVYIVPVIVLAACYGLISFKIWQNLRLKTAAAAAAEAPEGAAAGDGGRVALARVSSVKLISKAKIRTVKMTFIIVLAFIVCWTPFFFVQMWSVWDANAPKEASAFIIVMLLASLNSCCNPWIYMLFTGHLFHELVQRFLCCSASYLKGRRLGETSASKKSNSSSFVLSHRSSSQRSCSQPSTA
#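 Replication – single well per compound, singlicate · Assay system – CHO cell line stably expressing human OTR · Timing – 6 min pre-incubation, 100 s read · Measure – normalized max/min fluorescence ratio, % activation · Doses – 3.0 µM, one dose · Detection – Fluo-8 calcium dye fluorescence · Probe or stimulus – oxytocin near EC15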
# The depositor's hits bear a star; · = not tested or not shown.
SMILES,TAAR1 antagonist,TAAR1 agonist,M1 ag parental,CHRM1 antagonist,CHO parental Ca,M1 ag,M1 PAM parental,CHO-K1 Ca antag,OXTR potentiator
COc1cccc(C(=O)OC2CCCN(C)C2)c1 (stereo not given),-3,0,0.3,-19,1,-4,10,-5,2
Cc1cc(C)nc(NS(=O)(=O)c2ccc(NC(=S)NC(=O)C(C)C)cc2)n1,-7,2,0.0,11,-7,-3,0,8,-5
O=C(COc1cccc(Br)c1)N/N=C/c1ccc2c(c1)OCCO2,-7,2,-0.1,-5,·,0,-10,10,·
CC(C)c1nc2ccc(Br)cn2c1NC1CCCC1,-16,11,0.6,-5,-18,-4,13,-11,-5
COc1ccccc1OCCCCN1CCCCC1,0,0,0.9,-24,-9,-8,14,1,-6
O=C(N/N=C/c1cc2c(cc1Cl)OCO2)c1ccccn1,-4,8,0.6,-9,-16,-2,-8,3,3
CCOC(=O)c1cnc(-n2[nH]c(C)c(Cc3ccccc3)c2=O)[nH]c1=O,-4,0,0.2,-4,3,-3,5,-3,1
CC(=O)CSc1nnc(Cc2ccc([N+](=O)[O-])cc2)o1,21,1,0.9,5,-8,-4,10,-13,-1
Cc1cc(C(=O)CN2C(=O)C(=O)N(C3CCCC3)C2=O)c(C)n1CCc1ccccc1,28,49*,0.6,4,·,-4,-10,0,·
CC(NC(=O)c1ccccc1Cl)C(=O)OCc1cn2cc(Cl)ccc2n1 (stereo not given),-8,7,0.3,2,-3,-6,10,-5,-3
CCN(C(=O)COc1ncnc2sccc12)c1ccccc1,-18,2,7.9,-14,-16,-4,19,-15,-9
COc1ccc(NC(=O)N(C)C[C@@H]2OCc3ccccc3-c3c(n(C)c4ccccc34)C(=O)N([C@H](C)CO)C[C@H]2C)c(OC)c1,6,9,2.2,-25,·,2,28,-20,·
Cc1nnc(SCC(=O)N2CCN(S(=O)(=O)c3ccc(Cl)cc3)CC2)[nH]c1=O,2,-3,0.0,-16,11,-4,15,-11,-8
O=C(c1ccco1)N1CCN(Cc2ccc(F)cc2Cl)CC1,4,3,2.9,1,-12,-6,15,-10,4
O=S(=O)(c1ccccc1)c1ccc(NCc2ccco2)cc1,-3,9,3.2,-1,-11,-5,8,-17,-9
O=[N+]([O-])c1ccc(N2CCN(c3ccccc3Cl)CC2)cn1,3,2,2.1,-7,-6,-7,12,-12,-6
O=C(O)c1ccc(N2CCCCC2)cc1O,3,0,0.5,-5,-8,-4,-7,-12,2
CC[C@H](C)[C@@H]1NC(=O)c2cc([N+](=O)[O-])cc(I)c2SC[C@@H](C(N)=O)NC(=O)[C@H](CCCCN)NC1=O,-1,7,·,·,-8,·,·,·,1
CC(C)C[C@H]1CNC(=S)N1CC1CCN(CCCC2CCCC2)CC1,-16,0,0.8,75*,·,-11,9,-15,·
Cc1ccc2c(c1)c(=O)c(Br)c(C)n2Cc1ccccc1,15,3,3.2,-4,-32,-5,22,-13,-7
CC1(C)CC(CCNC(=O)c2ccc(-n3cnnn3)cc2)CC(C)(C)N1,-5,1,0.5,-16,7,-4,12,-10,-12
CCOC(=O)C1CCCN(C(=O)CNS(=O)(=O)c2ccc(Br)s2)C1 (stereo not given),16,1,0.2,-6,-12,3,15,-4,-4
O=C(NCc1ccco1)c1ccc(CS(=O)Cc2cccc(Cl)c2)o1 (stereo not given),-9,1,0.1,-11,-11,2,7,-8,-5
COc1cccc(C(=O)NCC(=O)N2CCC(C)CC2)c1,11,1,0.5,-11,6,-1,12,-3,-8
Cc1ccc(NC(=O)Cc2ncc(C(F)(F)F)cc2Cl)cc1Cl,20,29,4.1,3,14,-2,14,-19,-11
N/C(=N\OC(=O)c1ccc(Cl)cc1[N+](=O)[O-])c1ccccn1,6,1,0.9,-20,0,0,-5,-3,-7
O=C(c1cc2ccc([N+](=O)[O-])cc2oc1=O)N1CCOCC1,-25,5,-0.2,4,-7,-8,9,-5,-5
CC(C)c1[nH]nc2c1C1(CCN(Cc3ccccc3)CC1)C(C#N)=C(N)O2,9,8,0.0,7,-6,-3,-2,10,-3
O=C(O)c1cc(Sc2ccc(Br)cc2)nc2ccccc12,17,5,0.2,4,·,-5,5,-13,·
O=S(=O)(NCC1CCCO1)c1ccc(S(=O)(=O)N(Cc2ccc(F)cc2)Cc2ccco2)cc1 (stereo not given),27,0,5.0,4,-9,-5,11,-4,-10
C[C@H](CO)N1C[C@H](C)[C@@H](CN(C)Cc2ccc3cccnc3c2)OCc2cnnn2CCCC1=O,-11,2,1.2,-19,·,0,11,-17,·
COCC(C)n1c(C)cc(C(=O)COC(=O)c2nn(C)c(=O)c3ccccc23)c1C (stereo not given),-3,4,0.0,-20,-19,0,5,-4,-1
CCOC(=O)C1CCCN(C(=O)COc2ccc(C(C)(C)C)cc2)CC1 (stereo not given),13,2,2.0,-8,·,-2,-16,-1,·
Cc1cc(C(=O)CSc2nc(N)cc(=O)[nH]2)c(C)n1CCc1ccc(F)cc1,17,32,-0.3,-8,17,-3,10,-7,-4
Cc1ccc(S(=O)(=O)N2CC(O)CC2C(=O)OCc2nc3sc(C)c(C)c3c(=O)[nH]2)cc1 (stereo not given),-16,2,1.3,2,-23,-8,17,0,-1
O=C(CN(C(=O)CCC(=O)Nc1nccs1)c1ccc(F)cc1)NCc1ccc(F)cc1,-3,27,-0.4,-16,-21,0,9,3,-4
O=S1(=O)NC2CCCCCN2c2ccc(F)cc21 (stereo not given),3,12,1.1,-2,-15,-4,19,-13,-8
O=C(COC(=O)c1cccc(C(=O)OCC(=O)NC2CCCCC2)n1)NC1CCCCC1,0,0,0.2,-6,-5,-1,12,-12,-17
CC1CCC2(CC1)NC(=O)N(NC(=O)CSc1nnc(NC3CC3)s1)C2=O (stereo not given),-11,2,0.4,-13,-13,0,10,0,-12
CCN(CC)C(=O)C1CCN(S(=O)(=O)c2c(C)noc2/C=C/c2cccc(C)c2)CC1,-18,-2,0.0,-14,-13,-4,1,10,-24
CN1CCCN(C(=O)c2c(F)cccc2Cl)CC1,-24,3,0.2,-1,10,-6,11,2,-2
CCCCn1c(N)c(N(CCOC)C(=O)C2CCN(S(=O)(=O)c3ccccc3)CC2)c(=O)[nH]c1=O,-18,2,1.0,-8,-4,-4,22,-13,-2
Cc1nc2ccc(NC(=O)CCS(=O)(=O)c3ccccc3)cc2s1,-13,5,0.8,-8,-9,-3,-2,5,-9
Oc1ccc(Br)cc1-c1cc(-c2ccccc2)n[nH]1,30,9,-0.2,-13,-10,-3,-7,23,-11
COC(=O)c1ccc(C2Nc3ccc(/C(C)=N/NC(=O)C(OC)c4ccccc4)cc3C3C=CCC32)cc1 (stereo not given),18,12,5.2,2,-6,0,14,-4,-10
CN=C1S/C(=C\c2c(OC)cc(OC)cc2OC)C(=O)N1C,-10,-2,-0.5,-8,-13,3,-5,-13,-2
COC(=O)CCCCC1SCC2NC(=O)NC21 (stereo not given),12,12,0.2,10,7,-3,-8,22,-2
O=C(NCCNC(=O)c1cc(Cl)ccc1Cl)c1ccccn1,-10,7,0.0,-5,5,-2,-19,8,-7
CN(C(=O)c1cccc(NC(=O)Cc2ccc(NC(=O)C3CCCN(C(=O)C4CCC4)C3)cc2)c1)C1CCCCC1 (stereo not given),28,0,0.9,6,·,-9,8,-8,·
CCN(CC)C(=O)c1cccc(-c2csc(C(O)c3ccco3)n2)c1 (stereo not given),-23,0,0.3,-11,·,1,7,-4,·
COc1ccc(CCC(=O)Nc2c(C)n(C)n(-c3ccccc3)c2=O)cc1,-6,10,0.1,-4,-14,-10,-6,0,-3
Cn1c(Cn2c(=O)sc3ccccc32)nnc1SCC(=O)NC1CCCCC1,·,·,-0.1,-3,-10,-2,-6,-7,4
COc1ccc(-c2cc(C(F)(F)F)nc(SCCC(=O)N3CCCC3)n2)cc1,-29,-3,0.1,-6,-30,-3,5,-11,-1
O=C(Cn1c(NCCCO)nc2ccccc21)c1ccc(F)cc1,3,0,0.4,6,-8,-4,14,5,0
Cc1ccc(S(=O)(=O)NCCCNC(=O)N2CCOCC2)cc1,0,13,0.5,2,0,-5,9,2,0
CCOC(=O)N1CCN(C(=O)c2ccc3c(=O)n(Cc4ccc(Cl)cc4)c(=S)[nH]c3c2)CC1,19,2,-0.3,-6,-23,-8,9,-20,-5
COc1cccc(-n2c(N)cc(=O)nc2SCC(=O)Nc2cc(C)on2)c1,-18,0,0.9,-5,-3,0,-7,2,-2
O=C(NNc1c([N+](=O)[O-])cc(C(F)(F)F)cc1[N+](=O)[O-])c1ccco1,-29,4,13,-2,9,3,-20,16,-7
Cc1ccnc(NC(=O)CCC(=O)N(CC(=O)NCc2ccccc2)c2ccc3c(c2)OCO3)c1,10,3,0.1,-19,-14,-4,16,-5,-11
COc1cccc(COC(=O)c2sc3nc4n(c(=O)c3c2C)CCC4)c1OC,0,1,0.9,-9,-27,-2,13,-7,-9

# Quoted at random: 2 records from the list, in no set order.
SMILES,TAAR1 antagonist,TAAR1 agonist,M1 ag parental,CHRM1 antagonist,CHO parental Ca,M1 ag,M1 PAM parental,CHO-K1 Ca antag,OXTR potentiator
COc1ccc(-c2cc(C(F)(F)F)nc(SCCC(=O)N3CCCC3)n2)cc1,-29,-3,0.1,-6,-30,-3,5,-11,-1
Cc1nc2ccc(NC(=O)CCS(=O)(=O)c3ccccc3)cc2s1,-13,5,0.8,-8,-9,-3,-2,5,-9

# (listing goes on)
SMILES,TAAR1 antagonist,TAAR1 agonist,M1 ag parental,CHRM1 antagonist,CHO parental Ca,M1 ag,M1 PAM parental,CHO-K1 Ca antag,OXTR potentiator
CCCc1nc2ccccc2c(=O)n1NC(=O)c1c(O)c2ccccc2n(C)c1=O,-9,7,0.3,-9,-18,-2,15,-10,-2
O=C(CCl)N=c1sccn1Cc1ccc(Cl)cc1Cl,-1,0,1.7,-4,-19,-5,12,-13,-1
COc1ccc(S(=O)(=O)N2CCC(C(=O)N3CCN(C)CC3)CC2)cc1OC,1,-2,0.0,-4,-2,1,9,2,-14
CCCCN(C(=O)c1ccc2c(c1)S(=O)(=O)N=C1CCCCCN12)c1c(N)n(CC(C)C)c(=O)[nH]c1=O,-5,0,0.3,6,·,-3,6,-13,·
C/C(=N/OC(=O)c1c(-c2c(Cl)cccc2Cl)noc1C)c1cnccn1,-3,2,2.7,77*,-9,-8,-7,-12,-23
CN1C(=O)NC(c2ccccc2)C2=C1CN(Cc1ccco1)C2=O (stereo not given),-9,-1,-0.5,-11,4,5,22,-13,1
CC1CN=C(NC(=O)c2cccc([N+](=O)[O-])c2)S1 (stereo not given),-25,2,0.3,-17,-8,-1,11,-9,-7
